S1P1 ag pot – activates or potentiates agonism at human S1P1 receptor; P21453; S1P1 CRE-bla cells, forskolin, beta-lactamase FRET, potentiator mode; S1P1 agonist co-added at EC20, 2 nM; 100% = saturating reference agonist, 0% = basal; activation, % at 9.5 µM; 56,000 tested, 0.57% active; AID 449;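 active = activation above a cutoff set at the mean activation of all tested compounds plus 3 SD, cut at about 54% in these data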;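 note: forskolin at 4 µM as EC80 and the EC20 agonist is SEW2871; 100% = SEW2871 at its EC100 plus forskolin at EC80; some compounds past the cut are filed as inactive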
RORa activator – activators of human nuclear receptor RORA. P35398. CHO-K1 Gal4-RORA LBD luciferase reporter, luminescence; percent increase over mock-subtracted basal signal. activation, % at 10 µM. 65,000 tested, 1.5% active. AID 560;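 active = activation above the mean of all tested compounds plus 3 SD, cut at about 49% in these data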;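 note: 0% = DMSO-treated RORA cells and 100% = added signal equal to DMSO minus mock-transfected cells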
Target sequence (P35398 whole entry, looked up, the tested form may be a part): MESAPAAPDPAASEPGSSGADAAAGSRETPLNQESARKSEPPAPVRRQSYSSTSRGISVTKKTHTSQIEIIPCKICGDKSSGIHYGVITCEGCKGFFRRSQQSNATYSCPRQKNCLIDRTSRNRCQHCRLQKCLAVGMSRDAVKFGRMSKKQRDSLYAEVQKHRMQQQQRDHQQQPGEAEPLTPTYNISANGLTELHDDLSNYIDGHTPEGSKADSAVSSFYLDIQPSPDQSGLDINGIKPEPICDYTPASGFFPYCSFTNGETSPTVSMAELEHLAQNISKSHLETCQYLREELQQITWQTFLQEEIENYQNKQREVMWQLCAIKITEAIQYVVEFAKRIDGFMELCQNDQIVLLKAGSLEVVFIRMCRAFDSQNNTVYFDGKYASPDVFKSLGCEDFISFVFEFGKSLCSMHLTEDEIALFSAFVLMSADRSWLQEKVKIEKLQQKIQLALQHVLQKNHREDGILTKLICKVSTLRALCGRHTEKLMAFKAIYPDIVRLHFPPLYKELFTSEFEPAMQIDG
5HT1a antag – 5-HT1a (human) receptor antagonism; CHO 5-HT1a Ga15 NFAT-bla reporter, antagonist mode; inhibition, % at 10 µM; 62,000 tested, 0.68% active; AID 612;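 active = inhibition above the mean of all tested compounds plus 3 SD, cut at about 43% in these data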;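 note: receptor stimulated by 5-CT agonist at 100 nM near EC80; beta-lactamase reporter measured by ratiometric fluorescence of a cleavable substrate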
5HT1E antag – 5-HT1E (human) receptor antagonism | P28566 | CHO 5-HT1E Ga15 NFAT-bla reporter, FRET, antagonist | inhibition, % at 6 µM | AID 571 | 65,000 tested, 0.99% active;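 active = inhibition above a set limit, the mean inhibition across every tested compound plus 3 SD, cut at about 29% in these data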;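 note: signal is the 460 over 535 nm emission ratio of beta-lactamase substrate; 0% = agonist plus DMSO wells and 100% = wells without agonist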
SF1 activator – SF-1 (human) activation; Q13285; CHO-K1 Gal4-SF-1 LBD luciferase reporter; % increase over DMSO SF-1-specific signal; activation, % at 10 µM; 65,000 tested, 1.9% active;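 active = activation above the mean activation of all tested compounds plus 3 SD, cut at about 50% in these data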
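Material: Transient Gal4-SF-1 LBD reporter, CHO-K1 | Input: 4,000 cells/well | Dosing: One dose, 10 µM compound, 1% DMSO | Incubation: 20 h compound treatment, 37 °C | Detection: SteadyLite luciferase luminescence | Evaluation: Percent activation relative to DMSO median and mock-transfected background | Benchmarks: DMSO-treated SF-1-transfected cells as negative, DMSO-treated mock-transfected cells lacking SF-1 as background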
5HT1E ag – agonists of human 5-HT1E serotonin receptor; activation, % at 6 µM; AID 574; CHO 5-HT1E Ga15 NFAT-bla reporter, FRET; 0% DMSO wells, 100% control agonist wells; P28566; 65,000 tested, 0.69% active;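 active = activation above a set limit, the screen-wide mean activation plus 3 SD, cut at about 8.5% in these data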;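 note: 100% = positive control agonist at 1 µM giving full maximal response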
S1P3 ag – agonists of human S1P3 receptor | S1P3 NFAT-BLA reporter cells, agonism, FRET ratio; relative to 1 µM S1P, basal subtracted | Q99500 | 60,000 tested, 0.1% active | activation, % at 4.5 µM;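 active = activation above the screen-wide mean plus 3 SD, cut at about 4.5% in these data, passing the limit was not always enough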; note: some compounds called inactive have numbers as strong as hits
Target sequence (Q99500 whole entry, looked up): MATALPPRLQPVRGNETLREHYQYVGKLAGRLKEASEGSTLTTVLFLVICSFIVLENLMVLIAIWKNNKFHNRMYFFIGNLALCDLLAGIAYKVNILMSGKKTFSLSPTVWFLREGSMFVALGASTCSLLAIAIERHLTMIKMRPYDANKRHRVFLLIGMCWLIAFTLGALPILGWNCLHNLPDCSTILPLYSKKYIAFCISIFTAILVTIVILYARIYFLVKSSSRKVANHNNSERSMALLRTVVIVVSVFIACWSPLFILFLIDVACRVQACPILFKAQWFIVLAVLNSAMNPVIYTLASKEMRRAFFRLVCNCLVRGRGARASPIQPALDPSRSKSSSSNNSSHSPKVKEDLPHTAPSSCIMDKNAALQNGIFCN
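Measure – % activation relative to 1 µM S1P (100%), per plate · System – stable CHO line with human S1P3, Gα16, NFAT-BLA reporter · Timing – cells plated overnight, compound 4 h 37 °C, substrate 2 h RT · Technique – fluorescent BLA substrate, ex 405 nm, em 460/535 nm ratio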
AP ELISA ortho – alternative pathway complement inhibition, orthogonal assay; 62,000 tested, 0.08% active; Human serum alternative complement pathway, LPS-coated ELISA, C3 deposition; tested in compound mixtures; inhibition, % at 5 µM; AID 1235;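 active = inhibition above 30% in each of the two pooled mixtures holding the compound, so the lower value exceeds 30%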;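 note: 0% = serum in Mg-EGTA without compound and 100% = EDTA serum blank; some compounds past the cut are filed as inactive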
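Test system: human serum alternative complement pathway, C3 deposition on LPS-coated wells; also added: Plate-bound LPS; doses: 5 µM per compound in ten-compound mixtures; schedule: 1 h at 37 °C; detection: Anti-C3 ELISA, OD 450 nm; evaluation: percent inhibition of C3 deposition onto LPS; repeats: two pool placements per compound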
Ecoli tolC – growth inhibitors of E. coli BW25113 tolC mutant. OD615. growth inhibition, % at 10 µM (by protocol). 65,000 tested, 2.2% active;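 active = growth inhibition at or above a cutoff equal to the mean over every tested compound plus 3 SD, cut at about 60% in these data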;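 note: growth measured after 20 h incubation at 37 °C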
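test system = E. coli BW25113 ΔtolC::kan bacteria | medium = LB with kanamycin 50 µg/mL | signal = OD at 615 nm | schedule = 37 °C, 20 h exposure | evaluation = % inhibition of E. coli growth | compound dosing = one dose of 10 µM final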
Active calls of the source: *; x = not tested or not shown; & = joins results of further samples. The list is partial, so the mix of outcomes need not match the whole.

SMILES	S1P1 ag pot	RORa activator	5HT1a antag	5HT1E antag	SF1 activator	5HT1E ag	S1P3 ag	AP ELISA ortho	Ecoli tolC
CC(=O)Nc1ccc2c(c1)CC1(C(=O)N(C)C(=O)N(C)C1=O)C1CCCN21 (stereo not given)	-14	28	-13	1	-9	-0.1	-1.4	-8	-20
COc1ccc(CN2CCN(C(=O)Cc3ccccc3)CC2)c(OC)c1	-9	-7	1	-1	-15	0.5	-1.3	2	-10
CC(C)C12CN3CCN(CC(C3)C1O)C2 (stereo not given)	-5	-10	-8	-1	-8	0.5	-0.6	13	-17
Fc1ccc2c(c1)nnn2C1CCN(Cc2nnnn2CCc2ccccc2)CC1	12	15	5	15	4	-1.4	-0.7	20	6
CCn1c(=O)cc(OCC(=O)N2CCN(Cc3ccc4c(c3)OCO4)CC2)c2ccccc21	-19	7	3	-1	-17	-0.5	-1.6	6	4
O=P(/C(=N/O)N1CCCCC1)(N1CCOCC1)N1CCOCC1	-20	8	-7	-5	-3	1.1	0.3	7	-29
Cc1cnn(C2CCN(C)CC2)c1N	-6	-3	4	-7	12	-0.6	-0.6	16	-16
Cc1cc(C)c(C(=O)CN2CCOCC2)c(C)c1	-5	5	3	0	0	0.5	0.4	4	-11
O=C(c1ccc(CS(=O)(=O)c2ccc(Br)cc2)o1)N1CCC2(CC1)OCCO2	-2	29	-1	2	9	-0.9	-0.2	14	2
COc1ccc(C2NCc3ccc4c(c3-n3cccc32)OCO4)cc1OC (stereo not given)	21	4	23	5	28	0.8	-1.0	17	11
Cc1cc(NC(=O)COC(=O)c2c(C)nn(Cc3ccccc3)c2Cl)no1	-3	-9	-4	0	-4	-0.4	-1.3	5	4
CCC(=NCC1CCCO1)c1c(O)n(-c2ccc(Cl)cc2)c(=O)[nH]c1=O (stereo not given)	-6	-5	5	-15	-6	-0.2	-0.9	1	-13
CN1C(=O)C(Cc2ccc3c(c2)OCO3)C(=O)N(C)C1=O	-14	-31	-20	0	-3	0.4	-0.5	16	-16
CCOc1ccccc1-n1c(O)c(C=NCCCN(CC)CC)c(=O)[nH]c1=O	5	13	4	9	-5	-1.3	-0.7	-7	-3
CC1(C)CC(n2[nH]c(=O)c3c2NC(=O)CSC3c2ccc(F)cc2)CCO1 (stereo not given)	x	0	3	-5	-1	-0.4	x	-1	3
Cn1c(O)c(C=NCCN2CCN(C(=O)c3ccccc3)CC2)c(=O)n(C)c1=O	-2	-9	-11	-4	14	1.0	-1.0	23	-12
Cc1cc(NC(=O)CCC(=O)N2CCC3(CC2)OCCO3)no1	-29	-5	1	14	-15	-1.6	-0.3	23	-31
C(#CCN1CCOCC1)COC/C=C/c1ccccc1	4	15	-5	-8	7	-0.4	-0.5	19	-8
O=C1OCCN1P(=O)(c1ccccc1)c1ccccc1	x	-5	8	6	-21	-1.1	-1.2	-1	-9
O=c1[nH]c(=O)n(C2CCCCC2)c(O)c1C=NCCCn1ccnc1	-2	-24	x	1	9	-0.2	-3.7	x	-14
O=C(COc1ccc(Cl)cc1)N1CCN(Cc2ccccc2)CC1	-5	-6	-12	-1	13	0.0	-1.0	24	-1
CCCCOC(=O)COc1cc(C)cc2oc(=O)c3c(c12)CCC3	-25	-8	-7	-2	17	-0.2	-1.7	6	7
O=C(Nc1ccncc1)c1c(O)c2ccccc2n(Cc2ccccc2)c1=O	17	-8	x	-9	-10	-0.5	-3.2	x	11
CCCCCCOc1ccc(CN2CCN(CCO)CC2)cc1	-30	40	-20	-5	15	-0.1	-0.3	9	9
O=C(CN1CCCC1=O)N1CCOCC1	-11	-10	2	-4	-9	1.1	-0.3	-1	-13
SMILES	S1P1 ag pot	RORa activator	5HT1a antag	5HT1E antag	SF1 activator	5HT1E ag	S1P3 ag	AP ELISA ortho	Ecoli tolC
O=C(c1cc(-c2ccccc2)nc2ccccc12)N1CCC2(CC1)OCCO2	x	3	-3	15	14	-1.4	x	-3	1
C[N+]1(C)[C@@H]2CC[C@H]1CC(OC(=O)C(CO)c1ccccc1)C2 (stereo not given in full)	5&7	-18&-5	x	-1&-5	0&-2	-0.1&-0.4	-3.8&0.4	11&-2	4&-12
CN(C(=O)c1ccco1)C1(c2ccccc2Cl)CCCCC1=O (stereo not given)	x	-7	22	2	-8	-1.2	x	-7	18
CC12CN3CC(C)(CN(C1)C3c1ccco1)C2=O (stereo not given)	x	-15	-2	3	2	-0.3	-0.5	11	-7
O=C1CC(=O)N(c2ccc(Cl)cc2Cl)C(=O)N1	1	7	-7	-9	6	-1.5	-0.1	-5	-16
Cn1c(=O)cc(OCC(=O)N2CCN(Cc3ccc4c(c3)OCO4)CC2)c2ccccc21	-46	-5	-11	-3	-18	-0.4	0.1	21	5
CCC(=NC1CCN(Cc2ccccc2)CC1)c1c(O)[nH]c(=O)[nH]c1=O	7	4	-27	-5	0	-0.1	-0.5	6	-21
Cc1cccnc1NC1=NCC(C)S1 (stereo not given)	-20	-26	-2	-4	-4	-0.4	-0.7	11	-9
O=C1NC(=O)C2(Cc3ccccc3N3CCCC32)C(=O)N1c1ccc(Cl)cc1 (stereo not given)	-18	8	-10	-2	23	5.8	0.3	5	-1
Cn1c(O)c(C=NCCCNC2CCCCC2)c(=O)n(C)c1=O	-11	-6	x	5	11	-0.4	-2.8	x	-6
CNC(=O)N(C)c1nnc(C(C)(C)C)s1	10	5	x	-1	20	-1.7	-1.9	x	15
CN(C)c1nc(OCCNC(=O)COc2ccc(Cl)cc2Cl)nc(N2CCCCC2)n1	x	2	-3	102*	-6	0.5	-0.4	-1	3
CCCNC(=O)N1C2CCC1CC(O)(c1cccnc1)C2 (stereo not given)	0	13	-7	7	9	0.0	-0.4	4	-20
CCOC(=O)C(O)(c1cn(C)c2ccccc12)C(F)(F)F (stereo not given)	-12	-2	-3	-2	6	1.1	-0.6	16	-3
Cn1c(=O)cc(SCC(=O)N2CCC3(CC2)OCCO3)c2ccc(Cl)cc21	3	-18	-13	-7	-19	0.1	-0.1	2	19
COc1cc2[nH]c(=O)n(-c3cccc(Cl)c3)c(=O)c2cc1OC	-11	-24	x	-6	16	0.3	-2.0	x	12
CC(C)CCn1c(N)c(C(=O)OCC2CCCO2)c2nc3ccccc3nc21 (stereo not given)	-25	18	-3	15	-1	1.1	0.7	6	52
Cc1nc2ccccc2c(=O)n1-c1cccnc1	-4	-13	0	-2	-12	6.7	-0.9	-2	-10
COCCNC(=O)c1c(NC(=O)c2ccco2)n(Cc2ccccc2)c2nc3ccccc3nc12	10	0	28	24	-4	0.6	0.7	-3	37
CCc1cc2c(s1)NC(=O)CN=C2c1cccs1	-7	22	21	0	-3	-0.5	-0.6	10	16
COc1cccc(C2=NOC(C(=O)N3CCC4(CC3)OCCO4)C2)c1 (stereo not given)	20	26	0	7	56*	0.8	0.3	10	-12
Fc1ccc(NC2=NCCS2)cc1Cl	x	-10	-4	-13	9	0.4	-0.9	23	23
OC1(c2ccc(F)cc2)CCNC1 (stereo not given)	-10	1	x	2	-1	-0.1	-3.5	2	1
COc1ccc(CN2CCN(C(=O)COc3cccc(C)c3)CC2)c(OC)c1	-1	11	8	14	4	-0.8	-0.6	7	2
O=c1[nH]c(=O)n(Cc2ccco2)c(O)c1C=NCCCn1ccnc1	1	-9	x	7	-8	-0.7	-2.0	-2	8

4 neighbouring records out of the list so far:
SMILES	S1P1 ag pot	RORa activator	5HT1a antag	5HT1E antag	SF1 activator	5HT1E ag	S1P3 ag	AP ELISA ortho	Ecoli tolC
O=C(c1cc(-c2ccccc2)nc2ccccc12)N1CCC2(CC1)OCCO2	x	3	-3	15	14	-1.4	x	-3	1
C[N+]1(C)[C@@H]2CC[C@H]1CC(OC(=O)C(CO)c1ccccc1)C2 (stereo not given in full)	5&7	-18&-5	x	-1&-5	0&-2	-0.1&-0.4	-3.8&0.4	11&-2	4&-12
CN(C(=O)c1ccco1)C1(c2ccccc2Cl)CCCCC1=O (stereo not given)	x	-7	22	2	-8	-1.2	x	-7	18
CC12CN3CC(C)(CN(C1)C3c1ccco1)C2=O (stereo not given)	x	-15	-2	3	2	-0.3	-0.5	11	-7

More entries
SMILES	S1P1 ag pot	RORa activator	5HT1a antag	5HT1E antag	SF1 activator	5HT1E ag	S1P3 ag	AP ELISA ortho	Ecoli tolC
C[C@H]1CCC[C@H](O)CCCCCc2cc(O)cc(O)c2C(=O)O1	25	9	15	8	6	0.0	-0.6	17	12
CN1C(=O)C(Cc2cccc3ccccc23)C(=O)N(C)C1=O	-20	10	-4	-7	4	-0.4	0.8	11	-13
CCCCn1c(NC(=O)c2ccco2)c(C(=O)OCC)c2nc3ccccc3nc21	4	14	38	16	-20	1.1	-1.5	11	38
CN1CCN(c2nccc3c2ncn3C)CC1	-25	-10	1	-6	14	9.8*	-0.9	24	-25
c1cncc(C2CCCCN2Cc2ccc3c(c2)OCO3)c1 (stereo not given)	-13	2	-6	-5	5	-0.1	0.8	10	-16
O=C(Cc1ccccc1)OC(COCc1ccccc1)CN1CCOCC1 (stereo not given)	-1	21	1	7	-13	-1.9	-1.5	-11	3
CC1=NOC2(C)Nc3ncnn3C(c3ccccc3)C12 (stereo not given)	0	-15	x	-8	-10	-0.1	-0.6	-6	5
CC1CCC(C(C)C)C(OP(N)(=O)c2ccccc2)C1 (stereo not given)	2	-6	x	-8	2	0.1	2.0	x	9
CCOC(=O)C1CCCCC12C(C#N)=C(N)Oc1n[nH]c(C)c12 (stereo not given)	2	-8	1	-4	4	0.3	-0.7	1	-6
CSc1ccc(CNC2CN3CCC2CC3)cc1 (stereo not given)	-16	-20	16	13	2	-1.0	-0.4	3	-4
CCOC(=O)c1cn2nc(OP(=S)(OCC)OCC)cc2nc1C	-18	-1	-1	8	-8	0.7	0.4	10	42
Nc1c(C(=O)OC2CCCCC2)c2nc3ccccc3nc2n1CC1CCCO1 (stereo not given)	-9	2	19	19	32	1.3	0.0	8	26
O/N=C/c1c[nH]c2ccccc12	-15	-11	6	4	-2	-0.3	-0.4	9	-7
COc1ccc(OC)c(N2C(=O)NC(=O)C3(Cc4cc(C)ccc4N(C)C3)C2=O)c1 (stereo not given)	1	7	-7	3	6	0.6	1.2	6	4
Cc1cccn2c(NCC3CCCO3)c(C(C)C)nc12 (stereo not given)	-1	11	10	6	3	-0.7	-0.7	19	-17
Cc1ccc(-n2c(O)c(C=NC3CCCCC3N)c(=O)[nH]c2=O)cc1C (stereo not given)	5	19	9	0	-3	0.6	0.0	-11	0
COC(=O)CC1(CC(=O)OC)C(=O)NC(=O)NC1=O	2	-6	-4	-8	11	-0.2	-0.5	18	-13

Assay outcomes (PubChem BioAssay)
